VEEV TC-83 Vero: inhibitors of VEEV TC-83 cytopathic effect, confirmation, Vero cells (AID 588727); hit rate 0.13% among 350,000; Vero cells, VEEV TC-83 cytopathic effect inhibition; higher % means a stronger effect; inhibition, % at 20 µM, or IC50 in µM where a hit was titrated; in the data active means a potency from the dose series; further: strong numbers were not always called active
tuberculosis growth: growth inhibition of non-replicating M. tuberculosis (AID 488890); Mycobacterium tuberculosis non-replicating, growth inhibition; higher % means a stronger effect; one-dose inhibition, % at 25 µM; IC50 in µM for titrated hits; hit rate 0.39% among 320,000; in the data active means a potency from the dose series;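 further: plate controls were DMSO cells for no effect and high antibiotic wells for full effect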
H37Rv inhibition: M. tuberculosis growth inhibition, HTS (AID 449762); M. tuberculosis H37Rv growth inhibition, 7H9 media; higher % means a stronger effect; inhibition, % at 25 µM; hits with a dose series show IC50 in µM; hit rate 0.59% among 330,000; in the data active means a potency from the dose series;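 further: bacterial growth assessed after seven days of incubation; strong numbers were not always called active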
influenza NS1A: H1N1 influenza NS1A inhibitors, functional cell based assay (AID 504329); NS1A functional cell-based assay, percent inhibition; higher % means a stronger effect; inhibition, % at 12.5 µM, or IC50 in µM where a hit was titrated; hit rate 0.3% among 340,000; in the data active means a potency from the dose series; further: strong numbers were not always called active
Salmonella PhoP GFP: PhoP regulon inhibitors, Salmonella typhi PhoP promoter GFP reporter, confirmatory (AID 1850); Salmonella Typhi PhoP-promoter GFP reporter, fluorescence, 4 h; higher % means a stronger effect; one-dose inhibition, % at 50 µM; IC50 in µM for titrated hits; hit rate 0.33% among 310,000; in the data active means a potency from the dose series;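 further: 0% = induced wells with vehicle and 100% = uninduced wells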
VEEV TC-83 Vero 10K pilot screen: also measured in VEEV TC-83 Vero; calls as there; inhibition, %; measured here: 10K pilot screen inhibition
Numbers without * were called inactive; i = inactive; / = not tested or not shown.

SMILES | VEEV TC-83 Vero | tuberculosis growth | H37Rv inhibition | influenza NS1A | Salmonella PhoP GFP | others
COc1ccc(C(=O)NNC(=O)c2cccs2)cc1S(=O)(=O)N1CCOCC1 | i | 6.5% | 1.6% | 1.1% | /
CC(=O)CCc1ccc(OC(=O)c2cccnc2)cc1 | 1.1% | 54.1% | 13.9% | 4.6% | 16.2%
Cc1cc(-c2ccc(Br)s2)nc(-n2cccc2)n1 | i | / | / | 1.6% | /
COc1ccc2c(c1)c1ncn(CCN3CCNCC3)c(=O)c1n2C | 0.1% | -1.1% | -5.2% | 5.0% | -5.4%
Cn1c(SCc2ccc(Cl)cc2)nnc1-c1ccc2nonc2c1 | 0.3% | 34.8% | 3.4% | -2.5% | -17.0%
c1ccc(-c2cnnc(N3CCCCC3)n2)cc1 | 0.9% | 22.4% | 10.2% | 19.8% | 10.9%
O=C(NCC(=O)N(Cc1ccccc1)C(C(=O)NC1CCCC1)c1ccncc1)c1ccco1 (stereo unspecified) | 0.8% | 2.6% | -3.7% | 3.2% | 5.8%
CCN(c1ccc(OC)cc1)S(=O)(=O)c1nnc(NC(=O)c2ccccc2Cl)s1 | 3.1% | 32.6% | -1.1% | -5.0% | 1.0%
O=C(NCc1cccc(OC(F)(F)F)c1)C1CCC(=O)N(Cc2cccc(F)c2)C1 (stereo unspecified) | 1.3% | 42.9% | 5.5% | 0.0% | -3.9%
COC(=O)C=C1CCC2C3CC(F)C4(O)CC(=O)CCC4(C)C3C(=O)CC12C (stereo unspecified) | 2.9% | / | / | -16.2% | /

In the list so far, these have an aryl methoxy group:
SMILES | VEEV TC-83 Vero | tuberculosis growth | H37Rv inhibition | influenza NS1A | Salmonella PhoP GFP | others
COc1ccc(C(=O)NNC(=O)c2cccs2)cc1S(=O)(=O)N1CCOCC1 | i | 6.5% | 1.6% | 1.1% | /
COc1ccc2c(c1)c1ncn(CCN3CCNCC3)c(=O)c1n2C | 0.1% | -1.1% | -5.2% | 5.0% | -5.4%
CCN(c1ccc(OC)cc1)S(=O)(=O)c1nnc(NC(=O)c2ccccc2Cl)s1 | 3.1% | 32.6% | -1.1% | -5.0% | 1.0%

Next compounds
SMILES | VEEV TC-83 Vero | tuberculosis growth | H37Rv inhibition | influenza NS1A | Salmonella PhoP GFP | others
CSc1nc2ccc(S(=O)(=O)NC3CCCCC3)cc2s1 | 2.9% | 63.6% | 61.8% | 15.2% | -8.8%
O=c1cc(CSc2ccc(Cl)cc2)nc(-c2ccncc2)[nH]1 | 1.5% | 30.8% | 44.8% | 1.4% | 11.5%
CCN1CCN(C(=S)Nc2ccc3nc(N4CCN(CC)CC4)cc(C)c3c2)CC1 | 2.3% | 37.2% | -2.9% | 3.7% | 10.3% | VEEV TC-83 Vero 10K pilot screen=3.8
Cc1nc2ncnn2c(C)c1Cc1ccc(Cl)cc1 | 0.3% | 0.2% | -4.8% | -0.4% | -0.5%
Cc1ccc(S(=O)(=O)/N=C(\Nc2cccc(C)c2)Nc2nc(C)cc(C)n2)cc1 | 0.3% | 5.8% | 2.3% | -7.2% | 0.2%
COc1cccc(C(=O)COC(=O)CCCC(=O)NC2CCCCC2)c1 | 2.5% | 6.3% | -12.1% | -2.6% | -7.5%
Cc1c(C(=O)OC2CCCCC2)[nH]c2c1C(=O)CC(C)(C)C2 | 0.2% | -9.2% | -4.6% | -3.5% | 10.5%
O=C(CCCCC(=O)NCCc1ccccc1)NCCc1ccccc1 | i | 10.4% | 3.4% | -5.6% | 8.9%
CCN(CC(=O)Nc1ccc(NC(C)=O)cc1)C(=O)C(c1ccccc1)c1ccccc1 | 1.3% | 29.9% | -4.2% | 4.4% | -7.2%
CCOc1ccc(N(CC)C(=O)c2nn(-c3ccc(OC)cc3)c(=O)c3c2c2ccccc2n3C)cc1 | 0.3% | -10.8% | 0.9% | 8.2% | -4.4%
CN(CC(=O)Nc1cccc(F)c1)C(=O)c1cccc(S(=O)(=O)N2CCN(c3ccc(F)cc3)CC2)c1 | 0.6% | / | / | 6.1% | /
O=C(CCC(=O)c1cccs1)Nc1ccc(F)c(F)c1F | i | 19.8% | -4.3% | 0.7% | 5.7% | VEEV TC-83 Vero 10K pilot screen=0.2
CC(C)(C)C1=C(C#N)C(c2ccc3c(c2)OCO3)C(C#N)=C(N)O1 (stereo unspecified) | 2.3% | 6.6% | 0.4% | 2.8% | 6.3%
Cn1cnnc1SCc1ccc(C(=O)N=Nc2c(O)n(C)c3ccccc23)cc1 | 6.6% | 31.0% | -5.0% | 5.9% | -2.4%
CCOC(=O)C1(Cc2cccc(OC)c2)CCN(CC=C(C)C)CC1 | i | -3.6% | -12.0% | 9.2% | 5.2%
O=C(CCc1nnc(C2(c3ccc(Cl)cc3)CCC2)o1)NC1CC1 | 1.7% | 4.3% | -7.5% | 2.0% | -15.6%
N/C(=N\OC(=O)c1csnn1)c1ccc(C(F)(F)F)cc1 | 3.2% | 14.5% | 2.3% | -7.0% | 7.4%
COc1ccc2ccc(OCC(=O)NCC3CCCO3)cc2c1 (stereo unspecified) | 3.4% | / | / | 0.1% | /
CCOC(=O)c1ccc(NC(=O)c2c(N)n(C)c(=O)n(C)c2=O)cc1 | 0.6% | 0.8% | 4.2% | -8.4% | -3.5%
CNC[C@H]1Oc2c(NC(=O)C3CC3)cccc2C(=O)N([C@H](C)CO)C[C@@H]1C | 0.2% | 1.3% | -1.8% | 2.6% | /
COc1cccc(N2CCN(CC(=O)Nc3nnc(-c4ccccc4)s3)CC2)c1 | 7.6% | / | 4.2% | 9.0% | -10.3%
CCOc1ccccc1NC(=O)COC(=O)/C=C/c1cccs1 | 3.0% | 65.2% | 29.0% | -18.2% | /
CC(C)(C)OC(=O)CNC(=O)c1[nH]cnc1C(=O)N[C@@H](Cc1ccccc1)C(=O)OCc1ccccc1 | 2.7% | 61.1% | 0.8% | -18.7% | -3.0%
CCOc1ccc(OCC)c(NC(=O)C2CCCN2S(=O)(=O)c2cccc3cccnc23)c1 (stereo unspecified) | 0.2% | 31.9% | 1.7% | 2.3% | -14.3%
CCN(CC)c1ccc(/C=N/NC(=O)c2ccc(Br)o2)cc1 | 2.0% | 39.4% | -2.3% | -0.3% | -2.5%
CCOc1ccccc1-n1nnnc1SCC(=O)Nc1cc(C)on1 | 2.3% | -1.2% | -4.1% | 10.1% | -5.3%
COCCN(C(=O)c1csnn1)C(C(=O)NC1CCCCC1)c1ccc(C)cc1 (stereo unspecified) | 0.1% | -15.4% | 5.7% | -7.2% | 3.6%
CC(NC(=O)CCNC(=O)c1ccc(C(C)(C)C)cc1)c1ccccc1 (stereo unspecified) | 0.8% | 29.9% | 2.2% | -6.3% | /
CN1CCc2c(sc(/N=C/c3c[nH]c4ccccc34)c2C#N)C1 | 0.9% | 54.9% | -9.6% | / | 4.8%
CCCc1cc(=O)[nH]c(SCC(=O)NC(=O)c2ccccc2)n1 | i | -1.1% | 3.9% | 18.1% | -3.2%
CCCCCC[n+]1c(-c2ccc(Cl)cc2Cl)csc1Nc1ccccc1 | 1.2% | 18.7% | 7.7% | -3.2% | -0.9%
COc1cccc(-c2nnc3sc(-c4ccco4)nn23)c1 | 2.2% | 8.0% | 5.8% | -2.4% | 0.5%
CCc1sc(C(=O)Nc2ccc(NC(C)=O)cc2)cc1C | 2.5% | 3.5% | 3.3% | -5.8% | -3.4%
CC(=Nc1cc(C(=O)c2ccccc2)ccc1N)C1=C(O)CC(C)(C)CC1=O | 8.8% | 67.9% | 0.0% | -8.9% | 4.3%
CN(CC(=O)Nc1c(Cl)cccc1Cl)C(=O)C1CSC2(C)CCC(=O)N12 (stereo unspecified) | 1.2% | -34.7% | -11.9% | -8.6% | 10.6%
O=C(O)CC(Sc1n[nH]c(=S)s1)C(=O)O (stereo unspecified) | 0.1% | -19.8% | 0.6% | -4.2% | -3.8%
CC(=O)N1C(C(=O)O)CSC1c1ccc(C)cc1 (stereo unspecified) | 0.9% | 5.6% | 0.3% | -3.3% | 6.7%
O=C(NNC1=Nc2cc([N+](=O)[O-])ccc2OC1)c1ccccc1Cl | 1.1% | -11.4% | -3.0% | -0.6% | -4.0%
COc1cccc(/C=N/NC(=O)CC2C(=O)NN=C2C)c1O (stereo unspecified) | 0.8% | -15.0% | -3.0% | 1.4% | -0.3%
CC[C@]12c3[nH]c4ccccc4c3CCN1C(=O)C(CC(=O)NCCC1=CCCCC1)C[C@@H]2C(=O)N1CCN(C(=O)C2CC2)CC1 (stereo partly specified) | i | 65.5% | 4.1% | -6.7% | /
CC(C)(C)OC(=O)NCCCC[C@H](NC(=O)c1nc[nH]c1C(=O)N1CCN(C(=O)OC(C)(C)C)CC1)C(=O)OC(C)(C)C | 10.4% | 67.5% | -0.9% | -10.1% | 2.7%
Cc1c(NC(=S)N/N=C/c2ccc(O)cc2)c(=O)n(-c2ccccc2)n1C | 0.1% | -4.8% | -12.6% | -9.3% | 11.9%
O=C(c1nc2ccc(Cl)cn2c1CN1CCC(CO)CC1)N1CCc2ccccc2C1 | 2.8% | 0.3% | -6.5% | -7.7% | 3.6%
O=C(NCCc1ccccc1)C(=O)Nc1ccc2c(c1)OCCO2 | 0.5% | 11.1% | 3.1% | 5.8% | -11.8%
COc1cccc(NC(=O)C(c2ccccc2)N2CCCC2)c1 (stereo unspecified) | i | 3.0% | -5.7% | 5.1% | 1.5%
COc1ccccc1N=C(C)C1=C(O)CSC1=O | 3.6% | -0.9% | -4.6% | 1.5% | -3.2%
O=C(NCc1ccccc1)C(c1ccc(F)cc1)N(C(=O)c1csnn1)C1CC1 (stereo unspecified) | 0.2% | -9.1% | -6.2% | 7.6% | -4.2%
O=C(Cc1c(F)cccc1Cl)Nc1nccs1 | 0.3% | -9.3% | 2.5% | -1.2% | -7.8%
CCOC(=O)N1CCC(NC(=O)C2CCN(C(=O)N3CC(C)Oc4ccccc43)CC2)CC1 (stereo unspecified) | 4.8% | -8.4% | -7.2% | -1.4% | 5.0%
N#CC1=C(N)Oc2cc(N)ccc2C1c1cccc(F)c1 (stereo unspecified) | 0.2% | -2.1% | 7.8% | 18.9% | -4.3%
Remaining list, next part.
SMILES | VEEV TC-83 Vero | tuberculosis growth | H37Rv inhibition | influenza NS1A | Salmonella PhoP GFP | others
Cc1cc(C(c2ccc(C)o2)c2ccc(C)o2)c(O)c([N+](=O)[O-])c1 | 5.3% | 0.1% | 1.7% | 15.6% | 6.6%
CCOc1ccc(-n2c(SCC(=O)Nc3ccc(Br)cc3)nc3n[nH]c(C)c3c2=N)cc1 | 0.5% | -8.5% | 2.3% | -9.1% | -7.5%
Cc1c(S(=O)(=O)N2CCN(c3cccc(Cl)c3)CC2)c(=O)n(C)c(=O)n1C | 3.8% | -11.7% | 2.4% | -11.7% | -7.4%
Cn1c(CNC(=O)CCNC(=O)c2ccccc2F)cc(=O)n(C)c1=O | i | -1.9% | 7.0% | -4.9% | 5.8%
O=C(Nc1ccc(F)cc1)c1cc(-c2ccccc2)no1 | 0.5% | 20.2% | -4.5% | -14.3% | -9.4%
OC(c1ccccc1)C(NCCNCc1ccccc1)c1ccccc1 (stereo unspecified) | 0.8% | / | / | 0.4% | /
Cc1cccc2cc(COC(=O)c3cccs3)c(=O)[nH]c12 | 1.3% | 15.2% | -11.4% | -4.5% | -9.4%
O=C(CCc1nnc(COc2ccccc2)o1)NCCc1cccs1 | 0.4% | -8.2% | -11.1% | -7.2% | -8.0%
Cc1cc(C)nc(NC(=O)c2ccc(COc3ccccc3Cl)cc2)c1 | 0.9% | 58.0% | 6.6% | -0.2% | -3.9%
COc1ccc(CCNC(=O)COC(=O)c2cccs2)cc1OC | 0.9% | -2.5% | -9.5% | 6.6% | -21.8%
CCOC(=O)[C@@H](CCc1ccccc1)N[C@H](C)C(=O)N1[C@H](C(=O)O)C[C@@H]2CCC[C@@H]21 | 0.1% | 1.1% | 4.2% | -4.8% | 6.1%
Cc1ccccc1OCC(=O)Nc1ccc(S(=O)(=O)N2CCOCC2)cc1 | 2.4% | / | / | 3.0% | /
Cc1cc(C(=O)CSc2nc(N)cc(=O)[nH]2)c(C)n1CCc1ccc(F)cc1 | 1.8% | 24.7% | -0.5% | 4.9% | -9.7%
CSc1ncc(Cl)c(C(=O)Nc2ccc(S(=O)(=O)Nc3nccc(C)n3)cc2)n1 | 1.8% | -9.5% | -17.8% | -8.0% | -8.7%

Looked up by structure from above (4):
SMILES | VEEV TC-83 Vero | tuberculosis growth | H37Rv inhibition | influenza NS1A | Salmonella PhoP GFP | others
CCOc1ccccc1-n1nnnc1SCC(=O)Nc1cc(C)on1 | 2.3% | -1.2% | -4.1% | 10.1% | -5.3%
O=C(NNC1=Nc2cc([N+](=O)[O-])ccc2OC1)c1ccccc1Cl | 1.1% | -11.4% | -3.0% | -0.6% | -4.0%
Cc1c(C(=O)OC2CCCCC2)[nH]c2c1C(=O)CC(C)(C)C2 | 0.2% | -9.2% | -4.6% | -3.5% | 10.5%
O=C(CCc1nnc(C2(c3ccc(Cl)cc3)CCC2)o1)NC1CC1 | 1.7% | 4.3% | -7.5% | 2.0% | -15.6%
